# Pol beta inh: blocks human DNA polymerase beta activity. P06746. Pol beta primer extension/strand displacement, fluorescence kinetic. Potency, µM (doses to about 114 µM), without a hit: at the top dose activity change, negative = inhibition, hits mostly inhibitors. 1.3% of 340,000 active; also: potency is read from the fitted curve at half-maximal effect; % is scaled to controls: 0 for no effect and ±100 for the full control effect
#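 Reaction started by 50 nM substrate onto compound-treated Pol beta (10 nM, 15 min preincubation, room temperature); plates read at 0 min and 10 min. Normalized concentration-effect data fitted by four-parameter Hill equation.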
# LDHA block: LDHA (human) enzyme inhibition; P00338; purified LDHA, NADH/diaphorase-resazurin fluorescence; active compounds read low; activity change, % (values are at about 110 or 230 µM); 0.15% of 480,000 active; AID 1347041; in the data active = activity change below about -30%; inconclusive = mostly about -25% to -30%;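 also: plate controls were DMSO wells for no effect and wells without enzyme for full effect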
#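 Remaining NADH was detected by diaphorase (0.133 mg/mL) converting 37 µM resazurin to fluorescent resorufin, read at 0 and 20 minutes. The preceding 5-minute room-temperature reaction used 2 nM LDHA, 0.2 mM sodium pyruvate and 0.06 mM NADH at pH 7.4.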
# Anesthetic bind: binds horse apoferritin like a general anesthetic. P02791. AID 485281. apoferritin/1-aminoanthracene competitive binding, fluorescence. 0.074% of 350,000 active. Potency, µM (series often up to 77.5 µM), inactives show at the top dose activity change, negative = displacement, actives largely listed as inhibitors; also: potency is read from the fitted curve at half-maximal effect; % is scaled to controls: 0 for no effect and ±100 for the full control effect; nearly all actives have a fitted effect of over 20% in size
# Target sequence (P02791 2-175 limits assumed): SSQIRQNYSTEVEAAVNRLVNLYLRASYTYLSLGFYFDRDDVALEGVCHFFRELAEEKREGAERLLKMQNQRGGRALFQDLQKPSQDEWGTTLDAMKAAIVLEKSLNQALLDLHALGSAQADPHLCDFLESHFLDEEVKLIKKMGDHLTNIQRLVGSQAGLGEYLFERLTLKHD
#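 Apoferritin-based anesthetic binding model; compound displacement of fluorescent 1-AMA measured as endpoint fluorescence after 10 minutes at room temperature, scaled to free-ligand and complex controls.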
# BLM helicase inh: inhibitors of human Bloom syndrome helicase BLM | P54132 | recombinant BLM DNA unwinding, fluorescence dequenching | Potency, µM (titrated, usually from 56.1 µM), for the others: at the top dose activity change, negative = inhibition, hits mostly inhibitors | 0.2% of 350,000 active | AID 2528;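 also: potency is read from the fitted curve at half-maximal effect; plate controls were vehicle for no effect and no enzyme for full effect; nearly all actives have a fitted effect of over 35% in size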
# Pol iota inh: inhibitors of human DNA polymerase iota. Q9UNA4. Pol iota fluorescent replication assay, 10 min. Potency, µM (top dose mostly 115 µM), inactives show top-dose activity, negative = inhibition, most hits filed as inhibitors. 1% of 390,000 active; also: potency is read from the fitted curve at half-maximal effect
#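 Fluorescent replication assay read twice, at 0 min and 10 min after adding 50 nM (final) substrate. Enzyme (10 nM) and compounds were first incubated 15 min at room temperature; enzyme-free buffer wells were negative controls.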
# Pol eta inh: inhibitors of human DNA polymerase eta; Q9Y253; 1.2% of 390,000 active; Potency, µM (top dose mostly 114 µM), inactives show at the highest dose activity change, negative = inhibition, actives largely listed as inhibitors; recombinant Pol eta, fluorescent DNA replication assay; also: potency is read from the fitted curve at half-maximal effect; % is scaled to controls: 0 for no effect and ±100 for the full control effect
# Target sequence (Q9Y253 whole entry, looked up): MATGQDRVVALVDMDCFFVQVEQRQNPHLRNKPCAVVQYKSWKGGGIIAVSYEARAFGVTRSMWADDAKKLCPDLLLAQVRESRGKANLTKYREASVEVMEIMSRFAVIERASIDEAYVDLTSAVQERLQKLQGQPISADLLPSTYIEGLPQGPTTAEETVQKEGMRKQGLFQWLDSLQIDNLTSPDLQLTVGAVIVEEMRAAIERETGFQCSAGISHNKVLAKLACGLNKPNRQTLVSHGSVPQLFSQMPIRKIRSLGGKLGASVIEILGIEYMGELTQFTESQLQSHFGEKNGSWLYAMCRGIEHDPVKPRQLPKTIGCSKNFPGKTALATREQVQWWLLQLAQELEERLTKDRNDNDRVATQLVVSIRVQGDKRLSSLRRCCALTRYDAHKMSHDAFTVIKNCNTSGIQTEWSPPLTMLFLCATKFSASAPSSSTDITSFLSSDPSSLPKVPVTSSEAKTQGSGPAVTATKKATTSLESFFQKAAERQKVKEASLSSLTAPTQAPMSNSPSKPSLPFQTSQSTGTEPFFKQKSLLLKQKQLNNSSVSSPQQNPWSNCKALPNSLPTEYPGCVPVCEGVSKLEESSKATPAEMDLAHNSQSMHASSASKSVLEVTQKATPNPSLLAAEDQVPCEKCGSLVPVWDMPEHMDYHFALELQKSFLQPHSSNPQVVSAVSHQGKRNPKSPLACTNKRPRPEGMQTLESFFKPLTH
#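 Fluorescent replication assay: 50 nM final substrate added after a 15 min room-temperature compound preincubation with 10 nM enzyme. Signal taken at 0 min and again at 10 min.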
# POLK inh: DNA polymerase kappa (human) inhibition; Q9UBT6; purified Pol kappa, fluorescent DNA synthesis assay, 10 min; Potency, µM (top dose mostly 107 µM), without a hit: at the highest dose activity, negative = inhibition, hits mostly inhibitors; 0.53% of 400,000 active; AID 588579; also: potency is read from the fitted curve at half-maximal effect; % is scaled to controls: 0 for no effect and ±100 for the full control effect
#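 Inhibition of 10 nM Pol kappa is measured by a fluorescent read-out at 0 and 10 min following addition of 50 nM substrate (final), with a 15-min room-temperature compound preincubation.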
# APEX1 inh: APE1 (human) endonuclease inhibition; recombinant APE1, TAMRA/BHQ-2 abasic DNA cleavage fluorescence; 0.35% of 350,000 active; Potency, µM (titrated, usually from 65.8 µM), without a hit: at the top dose activity change, negative = inhibition, hits mostly inhibitors;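 also: potency is read from the fitted curve at half-maximal effect; plate controls were vehicle for no effect and reference inhibitor for full effect; nearly all actives have a fitted effect of over 55% in size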
#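 Readout is kinetic fluorescence (ex 525, em 598 nm) from cleavage of 50 nM TAMRA/BHQ-2 THF abasic duplex by 0.75 nM APE1, compound added 15 min beforehand at RT.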
# GRP78 ERSR act: induces the endoplasmic reticulum stress response in human glioma cells. U87-MG GRP78 promoter luciferase reporter, 16 h. 0.02% of 420,000 active. Potency, µM, for inactives: at the highest dose activation, hits mostly activators. AID 602332; also: potency is read from the fitted curve at half-maximal effect; series mostly up to about 76 µM; % of control where 0% means no effect; nearly all actives have a fitted effect of over 35% in size
#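 Stably transfected U87-MG human glioma cells carrying a GRP78-based luminescent sensor were seeded at 1000 cells/well, pin-dosed with compounds and incubated 16 h. Luciferase reagent was then added, and end-point luminescence was read after 10 min at room temperature.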
# Active calls of the source: *; ? = inconclusive; nt = not tested or not shown; & = joins results of further samples; [ ] = remark or other dose. Unless noted, calls follow the shape of the dose curve; as a rule, active = well fitted curve in the direction sought with a large enough effect; inconclusive = small, poorly fitted or top-dose-only effect, or another doubt; inactive = no such curve, though single readings can be large; an effect the other way counts as inactive or inconclusive.
entry	Molecule	Pol beta inh	LDHA block	Anesthetic bind	BLM helicase inh	Pol iota inh	Pol eta inh	POLK inh	APEX1 inh	GRP78 ERSR act
1	O=C(N/N=C/CCc1ccccc1)C1CCCCC1	0%	-9	3%	-3%	21%	-10%	0%	-1%	-1%
2	COC(=O)CC1C(=O)NCCN1C(=S)Nc1cccc(C(F)(F)F)c1 (stereo unspecified)	-1%	-7	-2%	-2%	-21%	-7%	-9%	9%	3%
3	Cc1cc(C(=O)CSc2ccc3c(c2)OCCO3)c(C)n1C1CC1	7%	-1	-6%	-5%	125%[activator]	-21%	-6%	?	2%
4	O=C1c2ccccc2S(=O)(=O)N1CCOc1ccccc1	36%	4	?	-5%	-6%	-17%	-9%	-5%	4%
5	CCOc1ccccc1NC(=O)CN1CCC(NC(=O)c2ccccc2)CC1	32%	-3	-9%	-1%	5%	-4%	-8%	-2%	-1%
6	Cc1cc(C)cc(Oc2coc3cc(OCC(=O)NC4CCCCC4)ccc3c2=O)c1	-4%	-23	38%[activator]	-2%	9%	4%	16%	nt	-5%
7	CCOc1ccc(/C=N/NC(=O)c2ccccc2Cl)cc1CN1CC2CC(C1)c1cccc(=O)n1C2 (stereo unspecified)	nt	-11	nt	nt	-12%	-19%	-8%	36%	2%
8	CC1CCN(S(=O)(=O)c2cccc(C(=O)NCc3cccs3)c2)CC1	-29%	1	-12%	-4%	6%	-20%	-7%	-2%	-4%
9	O=C(O)c1ccccc1SCc1cn2cc(Br)ccc2n1	-30%	3	-5%	-1%	20%	-15%	5%	-11%	-8%
10	CC(=O)Nc1ccc(NC(=O)C2CCCN(C(=O)c3ccc(Cl)cc3)C2)cc1 (stereo unspecified)	?	-10	1%	-8%	67%[activator]	3%	-7%	-5%	1%
11	Cc1cc(C)cc(NC(=O)N2CCC(NC(=O)c3ccc(F)cc3)CC2)c1	4%	1	-12%	-5%	-11%	-8%	3%	26%	-4%
12	C=CCOC(=O)C1=C[C@H](c2ccc(Br)cc2)[C@@H](CCCO)[C@H](OCC)O1	-7%	2	-21%	-8%	20%	-26%	-4%	-5%	-6%
13	C/C(=N\N=C1\NC(=O)C(CC(=O)Nc2ccc(C)c(Cl)c2)S1)C(C)(C)C (stereo unspecified)	?	-1	?	-14%	53%[activator]	-23%	-9%	0%	-5%
14	CC(C)NC(=S)N/N=C/c1cccnc1	-11%	-3	5%	-1%	6%	-22%	6%	-1%	-2%
15	COC(=O)c1ccc(CSc2c(C(C)C)cnc3c2c(=O)n(C)c(=O)n3C)cc1	0%	-1	?	-1%	-12%	-26%	-8%[60.1 µM]	nt	-3%
16	NS(=O)(=O)c1ccc(CCNC(=O)c2ccc3c(c2)OCCO3)cc1	8%	1	1%	0%	81%[activator]	-17%	5%	?	0%
17	CCn1c(-c2ccc(F)cc2)cnc1SCC(=O)N1CCCCC1C (stereo unspecified)	-1%	nt	-15%	-2%	nt	nt	nt	3%	nt
18	O=C1Nc2ccc(I)cc2/C1=C/c1cc(Br)c(O)c(Br)c1	?	nt	nt	?	?	?	?	0%&-7%&-6%&2%	-7%&-4%&-3%&0%
19	O=C(Nc1ncc([N+](=O)[O-])s1)C1CCN(S(=O)(=O)c2cnc[nH]2)CC1	-1%	-16	-2%	2%	6%	-4%	-4%	-2%	0%
20	COc1ccc(NC(=O)NCc2ccc3c(c2)OCO3)c(OC)c1	26%	0	1%	0%	16%	5%	-7%	4%	0%
21	Cc1cc(NC(=O)c2ccc(F)cc2)n(C)n1	0%	-2	-1%	-2%	-5%	-12%	-1%	15%	0%
22	COC(=O)c1sccc1NC(=S)Nc1ccc(OC)cc1	1%	-8	-8%	-2%	113%[activator]	9%	-2%	-1%	-1%
23	CC(C)(C)C(=O)C(Oc1cccc2nonc12)n1cncn1 (stereo unspecified)	1%	-2	-14%	0%	25%	6%	-6%	-2%	-1%
24	CCCc1cc(C(=O)NNC(=S)NCC2CCCO2)cs1 (stereo unspecified)	16%	-2	-10%	4%	172%[activator]	-21%	-1%	1%	0%
25	N#Cc1c2n(c3c(=O)n(CC(=O)c4ccc([N+](=O)[O-])cc4)cnc13)CCCCC2	-1%	-8	?	-7%	8%	-17%	-2%	5%	-4%
26	Cc1cccc(NC(=S)NN(Cc2ccccc2)c2ccccc2)c1C	0%	-6	?	-4%	-12%	-14%	-12%	-5%	-4%
27	Cc1ccc(C(=O)N2CCN(c3ccc(C(F)(F)F)cn3)CC2)cc1	18%	2	-11%	-2%	15%	6%	-5%	-2%	-4%
28	COc1ccc(OCC(=O)N2CCN(C(=O)Cc3ccccc3)CC2)cc1	-11%	-4	-2%	0%	15%	-2%	-4%	2%	-3%
29	COC(=O)c1sc(-c2ccccc2)cc1NC(=O)c1ccccc1	0%	-5	5%	2%	?	-9%	-6%	20%	-2%
30	CC(C)(C)c1ccc(S(=O)(=O)/C=C/C#N)cc1	1%[57.1 µM]	3	nt	nt	-8%[58.9 µM]	0%[57.1 µM]	4%[60.1 µM]	-3%	?

# (next part)
entry	Molecule	Pol beta inh	LDHA block	Anesthetic bind	BLM helicase inh	Pol iota inh	Pol eta inh	POLK inh	APEX1 inh	GRP78 ERSR act
31	Cc1nc(SCc2nnc(-c3ccc(Cl)cc3)o2)c2c3c(sc2n1)CCC3	10%	nt	-9%	-5%	nt	nt	nt	-2%	nt
32	O=c1cc(-c2cccnc2)oc2c1ccc1ccccc12	-11%	2	-9%	6%	11%	-4%	-2%	?	-3%
33	Cc1cccc(C)c1NC(=S)N1CCOCC1	-12%	-13	5%	-1%	151%[activator]	0%	-1%	-3%	-5%
34	CCOc1ccc(-c2cn(-c3ccc(OC)cc3)c(SC)n2)cc1	-16%	-5	27%	-14%	106%[activator]	-15%	-13%	6%	2%
35	Cc1ccc(-c2nnn(CC(=O)N(CC(=O)NC(C)C)c3cnc4ccccc4c3)n2)o1	-11%	-6	-2%	1%	3%	1%	-4%	-3%	2%
36	Cc1nc2c([nH]c3ccccc32)c(=O)n1N	3%	0	-1%	-1%	49%[activator]	-23%	2%	5%	1%
37	Cc1ccccc1-n1c(N)cc(=O)[nH]c1=S	31%	-6	-3%	-1%	32%[activator]	-9%	-8%	2%	-3%
38	COCc1cc(C)nc(SCC(=O)NCC2CCCO2)c1C#N (stereo unspecified)	2%	-11	-2%	-2%	40%[activator]	-9%	0%	0%	-2%
39	COc1ccccc1CNC(=O)C(CC(C)C)NS(=O)(=O)c1ccc2c(c1)oc(=O)n2C (stereo unspecified)	27%&10%	2&-4	24%&4%	-3%&1%	7%&20%	-12%&-3%	-1%&15%	1%	0%&-4%
40	O=C1c2ccccc2NC(c2ccccc2OCc2ccccc2)N1Cc1ccco1 (stereo unspecified)	nt	-1	nt	nt	-5%	nt	-2%	nt	-2%
41	COc1ccc(CC2SC(N)=NC2=O)cc1 (stereo unspecified)	25%	-7	-4%	-5%	114%[activator]	-11%	-4%	23%	-3%
42	O=C(CCN1C(=O)c2ccccc2C1=O)NC(=S)Nc1ccccc1Cl	-28%	-3	-7%	-10%	46%[activator]	-8%	-16%	-4%	-1%
43	CCOC(=O)NN1C(=O)c2ccccc2NC1c1cccc(O)c1 (stereo unspecified)	37%	2	78%[activator]	-1%	9%	-16%	3%	2%	-5%
44	O=C(CCn1[nH]c(=O)c2ccccc2c1=O)N1CCOCC1	14%	-7	4%	0%	2%	-3%	-6%	2%	-2%
45	CCOC(=O)N1CCC(N(C(=O)Nc2cccc(OC)c2)C(C)CC)CC1 (stereo unspecified)	-24%	3	2%	0%	14%	1%	-7%	-1%	-1%
46	CCOC(=O)c1cnc2cc(F)c(F)cc2c1N1CCOCC1	36%	-11	5%	-5%	28%	-9%	9%	-1%	-7%
47	Cc1ccc2nc(-c3cccc(S(=O)(=O)N4CC(C)OC(C)C4)c3)cn2c1 (stereo unspecified)	2%	-2	-8%	-3%	6%	-17%	-5%	-4%	10%
48	COc1c(C)cc(C(=O)C2CCCN(Cc3ccc(Oc4ncccn4)cc3)C2)cc1C (stereo unspecified)	6%	-2	?	-2%	-12%	?	-5%	-5%	-3%
49	O=C(CNS(=O)(=O)c1ccc(Br)s1)N1CCN(c2ccc(F)cc2)CC1	41%&-11%	0&0	-6%&-7%	-3%&-3%	74%&1%[activator]	-20%&-7%	1%&-20%	3%[12.4 µM]	-3%&1%
50	COc1ccc(-c2cc(C(F)(F)F)nc(SCC(=O)NCc3ccc(Cl)cc3)n2)cc1	-4%	-3	-5%	-3%	-20%	-12%	-11%	nt	-2%
51	CC1CC(C)CN(C(=O)c2cc3c(=O)n4ccccc4nc3s2)C1 (stereo unspecified)	42%	-6	6%	4%	68%[activator]	-21%	5%	10%	3%
52	CCc1ccccc1NC(=O)CCNS(=O)(=O)c1cc(Br)cnc1N	21%	-1	-6%	0%	20%	-11%	15%	9%	-5%
53	CCc1ccc(OCC(=O)Nc2ccc(S(=O)(=O)Nc3ccccn3)cc2)cc1	13%	-3	-11%	2%	61%[activator]	-4%	-2%	-13%	-4%
54	COc1ccc(S(=O)(=O)CCC(=O)Nc2cc(C)ccc2OC)cc1	?	2	-3%	-2%	12%	-18%	4%	-8%	-2%
55	CCN1/C(=C(\O)c2ccccc2)C(=O)c2ccccc2S1(=O)=O	-24%	-2	-4%	-6%	-12%	-16%	4%	-1%	-8%
56	CN(C(=O)c1ccc2c(c1)N(Cc1ccc(F)cc1)C(=O)c1ccccc1S2(=O)=O)C1CCCCC1	20%	-1	-17%	-14%	-5%	2%	-16%	nt	1%
57	COc1ccc2oc(=O)c(C(=O)n3ccc(C)n3)cc2c1	30%	-3	127%[activator]	-4%	3%[58.9 µM]	-9%	2%	-1%	-2%

# Quoted from above: compounds 47 to 48
entry	Molecule	Pol beta inh	LDHA block	Anesthetic bind	BLM helicase inh	Pol iota inh	Pol eta inh	POLK inh	APEX1 inh	GRP78 ERSR act
47	Cc1ccc2nc(-c3cccc(S(=O)(=O)N4CC(C)OC(C)C4)c3)cn2c1 (stereo unspecified)	2%	-2	-8%	-3%	6%	-17%	-5%	-4%	10%
48	COc1c(C)cc(C(=O)C2CCCN(Cc3ccc(Oc4ncccn4)cc3)C2)cc1C (stereo unspecified)	6%	-2	?	-2%	-12%	?	-5%	-5%	-3%

# These rows are one share of the data (hit frequency here may not be typical).
